M17LAP inhibition – P. falciparum M17LAP inhibitors, primary screen, biochemical, fluorogenic H-Leu-NHMec substrate, 1536-well (AID 1619); inhibition, % at 30 µM, or IC50 in µM where a hit was titrated; recombinant M17LAP, H-Leu-NHMec fluorogenic kinetic assay; higher % means a stronger effect; hit rate 0.38% among 220,000;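 active means compound inhibiting the enzyme by more than half at any dose during confirmatory dose-response retesting; inconclusive means strong single-dose inhibitors picked by rank but not retested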;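 further: plate controls were full reaction with DMSO carrier for no effect and no enzyme background for full effect; strong numbers were not always called active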
bCat nuc transl – modulators of beta-catenin nuclear translocation. AID 1665. HeLa beta-catenin nuclear translocation, immunofluorescence imaging. nuclear translocation activity, % at 5 µM. hit rate 0.3% among 190,000;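 active means nuclear translocation activity above 50% at 5 µM, with a well cell count of 50 or more; inconclusive means wells under 50 cells across six images, flagged as toxic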;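 further: per-cell ratio of nuclear to cytoplasmic median beta-catenin stain intensity; plate controls were DMSO negative control for no effect and GSK-3 inhibitor IX positive control for full effect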
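test system = HeLa cells, endogenous beta-catenin | dosing = single 5 µM dose plus 0.02–20 µM confirmation series | times = compound treatment 24 h, 37°C, 5% CO2 | technique = beta-catenin immunofluorescence imaging with DAPI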
UTI89 phage lysis – inhibition of K1F phage lysis, E. coli UTI89, bacterial capsule biogenesis inhibitors, alamar blue (AID 488966) | one-dose inhibition, % at 100 µM; IC50 in µM for titrated hits | E. coli UTI89 K1F phage lysis, alamar blue, 2 h; higher % means a stronger effect | hit rate 0.02% among 340,000;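 active means phage lysis inhibition, versus mean bacterial control, above a set limit; inconclusive means no clear call, values can overlap the other calls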;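 further: capsule biogenesis inhibitors block K1F phage lysis so surviving cells raise fluorescence; higher fluorescence means more inhibition of phage lysis; actives were called in the ten point dose series up to 300 µM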
Autophagy HCS – alters autophagy in cells. MEF GFP-LC3 puncta imaging; test concentration mostly 10 µM. calls only at 10 µM (by protocol). hit rate 0.98% among 190,000;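 active means percentage of spot-positive cells more than 3 SD above its plate mean, without a fluorescence outlier flag or 80% toxicity; inconclusive means no clear call, values can overlap the other calls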;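 further: spot-positive cell cutoff set from DMSO-treated cells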
M1AAP inhibition – P. falciparum M1AAP inhibitors, biochemical, fluorogenic H-Leu-NHMec substrate, 1536-well (AID 1445); hit rate 0.42% among 220,000; inhibition, % at 30 µM; hits with a dose series show IC50 in µM; recombinant M1AAP, H-Leu-NHMec fluorogenic kinetic assay; higher % means a stronger effect;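 active means primary inhibition above the hit cutoff, then over 50% inhibition at one or more dose response concentrations, cut at about 23% in these data, passing the limit was not always enough; inconclusive means conflicting primary data, or primary hits not chosen for dose response; inactive means low primary inhibition, or under 50% at every dose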;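 further: plate controls were DMSO full reaction for no effect and no enzyme background for full effect; strong numbers were not always called active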
Insulin prom up – MIN6 insulin promoter up-regulation. MIN6 insulin promoter-GFP reporter, high-content imaging; stronger effect = higher value. z-score at 5 µM. hit rate 0.3% among 190,000. AID 1625;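 active means z-score above 3 at 5 µM with at least 500 cells counted in the well; inconclusive means wells under 500 cells, flagged as cytotoxic or low count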
ER stress rescue – rescue of cells from ER stress-induced death, primary screen, 384-well, CSM14.1, thapsigargin, ATP luminescence (AID 1222). CSM14.1 thapsigargin-induced death rescue, ATP luminescence; higher % means a stronger effect. cellular ATP content (survival), % at 20 µM, or EC50 in µM where a hit was titrated. 190,000 tested, under 10 active;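 active means EC50 below 50 µM in the dose-response confirmation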;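 further: death triggered by thapsigargin at about 15 µM added after 2 h compound pretreatment; cell ATP read after overnight thapsigargin exposure of roughly 18 to 22 hours; normalized against plate controls of thapsigargin alone and 5% DMSO vehicle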
MT stabilizer – microtubule stabilization, imaging screen; % tubulin-high responders, % at 10 µM; hit rate 0.83% among 200,000; HeLa tubulin immunostaining HCS, 24 h; share of cells brighter than vehicle mean+2SD; AID 2205;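 active means plate Z-score above 3 for both tubulin-high and condensed-nucleus cell shares, with cell loss under 80%, at 10 µM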;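 further: anti alpha tubulin signal scored within the nucleus-defined area of each cell; some results filed as inactive read as strong as hits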
Dynein transport – dynein cargo transport inhibition | z-score, hits read low | hit rate 0.47% among 220,000 | 3617.4 mouse cells, GR-EGFP nuclear translocation imaging; test concentration mostly 20 µM; stimulated with dexamethasone, 1 µM; stronger effect = lower value;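 active means plate z-score of nuclear minus cytoplasmic receptor signal below a set negative limit, without overly bright fluorescence or cell loss, cut at about -3.5 in these data, passing the limit was not always enough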;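 further: z-score of nuclear minus cytoplasmic ring GR-EGFP intensity difference per well; some compounds called inactive have numbers as strong as hits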
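medium = tetracycline-free induction medium containing charcoal-stripped FBS | probe or stimulus = dexamethasone, 1.0 µM final | timing = 48 h induction, then 1 h compound, then 30 min agonist, 37 °C | detection = automated 10x imaging of fixed Hoechst-stained cells | read-out basis = nuclear versus cytoplasmic GR-EGFP signal, averaged per well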
Dynein transport cytoplasmic EGFP – recorded beside Dynein transport, whose call it bears; z-score; measured here: cytoplasmic GR-EGFP intensity; stronger effect = higher value
Dynein transport nuclear GR-EGFP – recorded beside Dynein transport, whose call it bears; z-score; measured here: nuclear GR-EGFP intensity;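 lower value marks the stronger effect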
Dynein transport cell count – further read-out of Dynein transport, marked with its call; z-score; measured here: cell count per field
Insulin prom up cell count – recorded beside Insulin prom up, whose call it bears; cell count; measured here: cytotoxicity, nuclei count;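 total cells summed across four imaged fields per well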
bCat nuc transl cell count 5 µM – recorded beside bCat nuc transl, whose call it bears; cell count; measured here: cell count, cytotoxicity flag
MT stabilizer Hoechst-high % – recorded beside MT stabilizer, whose call it bears; % Hoechst-high responders; measured here: nuclear condensation Hoechst responders;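 share of cells brighter than vehicle mean plus two SD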
MT stabilizer cytotoxicity % – further read-out of MT stabilizer, marked with its call; toxicity, %; measured here: cytotoxicity by cell density;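 0% = mean cell density of plate MIN control wells and 100% = no cells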
Autophagy HCS cell loss 18 h – also measured in Autophagy HCS; calls as there; toxicity, %; measured here: cell loss, nuclei count;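 cell loss after 18 h compound exposure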
Starred values were filed as active, the others as inactive; i = inactive; ? = inconclusive; / = no result given; [ ] = remark or other dose.

SMILES | M17LAP inhibition | bCat nuc transl | bCat nuc transl cell count 5 µM | UTI89 phage lysis | Autophagy HCS | Autophagy HCS cell loss 18 h | M1AAP inhibition | Insulin prom up | Insulin prom up cell count | ER stress rescue | MT stabilizer | MT stabilizer Hoechst-high % | MT stabilizer cytotoxicity % | Dynein transport | Dynein transport cytoplasmic EGFP | Dynein transport nuclear GR-EGFP | Dynein transport cell count
O=C(Nc1cccc(F)c1)N1CCN(C/C=C/c2ccccc2)CC1 | 6.5% | / | / | -0.2% | i | 0.5 | 1.6% | / | / | -0.5% | 3.7 | 2.5 | 12.1 | 0.195 | -0.256 | 0.218 | 0.121
CN(CCO)C1=CC(=O)CC(C)(C)C1 | 17.2% | -1.2 | 651 | -0.2% | i | -1.1 | 1.4% | / | / | -3.7% | 2.8 | 1.9 | 3.7 | 0.278 | -0.226 | -0.0504 | 0.978
CCOC(=O)c1c(-c2ccccc2)csc1NC(=S)NC(=O)c1ccccc1 | 4.3% | -1.1 | 1130 | 0.4% | i | 3.0 | 6.3% | -1.61 | 1720 | -1.0% | 1.2 | 3.7 | 13.7 | -0.279 | -0.212 | -0.59 | 0.492
COC(=O)CSc1nnc(-c2ccoc2C)n1-c1ccc(C)cc1 | 8.8% | -3.5 | 963 | 1.5% | i | 15.1 | 5.0% | -0.41 | 1250 | 1.9% | 5.0 | 2.6 | 3.3 | -0.395 | -0.141 | 0.0703 | -0.34
COCCn1c(SCc2nc3ccccc3s2)nc2ccccc21 | 6.4% | -8.1 | 1005 | 0.6% | i | -5.9 | -2.8% | -0.93 | 1261 | 2.2% | 6.6 | 4.3 | 4.6 | -0.712 | -0.338 | -0.347 | 1.22
CCOC(=O)C1CCN(C(=O)CCCOc2ccccc2)CC1 | 1.0% | 3.8 | 1125 | -0.8% | i | -1.9 | 10.7% | 0.39 | 859 | -0.6% | 1.5 | 1.3 | 7.4 | -0.411 | -0.362 | -0.28 | 0.998
COc1ccc2c(c1)c(CC(=O)O)c(C)n2C(=O)c1ccc(Cl)cc1 | 32.7% | -2.7 | 631 | 0.8% | i | -40.7 | 8.5% | / | / | -2.1% | 3.2 | 2.3 | 2.6 | -0.284 | -0.304 | 0.0362 | 0.643
CCc1c(C)nc2cc(-c3cc(OC)cc(OC)c3)nn2c1N1CCCC1 | -6.7% | / | / | -1.2%[50 µM] | i | 14.7 | 3.9% | -1.97 | 1321 | -2.1% | 4.9 | 1.3 | 7.3 | -0.202 | -0.189 | 0.202 | -0.182
COc1cc(NC(=O)N[C@@H](CCSC)C(=O)O)cc(OC)c1 | -13.9% | -0.7 | 1360 | 1.1%[50 µM] | / | / | 1.3% | -0.07 | 1048 | / | / | / | / | 0.71 | -0.265 | 0.316 | 0.201
CC(=O)c1c(C(C)=O)c(C)n(NC(=O)c2ccc(Cl)cc2)c1C | -0.9% | / | / | 0.1% | i | -6.0 | 15.7% | -0.45 | 649 | -0.6% | 1.5 | 1.2 | 12.5 | -0.194 | 1.13 | 0.0964 | -0.282
CCC(O)c1cc2c(cc1NC(=O)c1ccc(C)cc1)OCCO2 (stereo unspecified) | 14.9% | / | / | 1.1% | i | -1.1 | 19.2% | / | / | / | 2.2 | 1.4 | 6.3 | 0.906 | -0.184 | 0.766 | -0.36
Cc1noc(NS(=O)(=O)c2ccc(NC(=O)C34CC5CC(C3)CC(n3cnc(Br)n3)(C5)C4)cc2)c1C | -5.6% | 4.1 | 480 | 1.6% | i | 3.9 | 1.5% | 0 | 1329 | -0.9% | 2.7 | 2.8 | 4.1 | 0.143 | -0.246 | 0.0639 | -0.316
Cc1ccc(C2CC(=O)NC(SCC(=O)OCc3ccccc3)=C2C#N)o1 (stereo unspecified) | 16.9% | 47.9 | 922 | 0.1% | i | 11.4 | 8.1% | 0.19 | 879 | -4.4% | 33.6* | 13.0* | 51.7* | 0.794 | -0.335 | 0.808 | 1.41
CC1CCN(C(=O)CSc2nnc(-c3cc4ccccc4cc3O)n2Cc2ccco2)CC1 | 31.8% | -1.6 | 1092 | 0.3% | i | 8.1 | 13.8% | -1.08 | 1086 | 4.3% | 1.8 | 1.1 | 9.3 | -0.265 | -0.234 | 0.0313 | 0.279
O=Cc1ccc(O)c2ncccc12 | 7.8% | 1.2 | 1256 | 0.3% | / | / | -10.6% | -1.83 | 694 | / | / | / | / | -1.1 | -0.219 | -0.924 | 1.46
O=C(Nc1ccccc1)c1cc([N+](=O)[O-])ccc1NCc1cccnc1 | -1.4% | -0.9 | 1101 | 0.1% | i | 22.7 | 7.2% | -0.92 | 1567 | 4.3% | 5.9 | 3.6 | 4.4 | 0.00374 | -0.243 | 0.265 | 0.467
CCCCN(CC)C(=O)Cn1c(=O)sc2ccccc21 | -6.3% | -1.7 | 1248 | 2.4% | i | -1.3 | 1.9% | -1.42 | 974 | 1.7% | 2.8 | 1.9 | 3.0 | -0.96 | -0.208 | -0.633 | 0.436
COc1ccc2[nH]c(CN3CCN(CC(C)C)C(CCO)C3)c(C)c2c1 (stereo unspecified) | -0.4% | -2.3 | 1050 | -0.8% | i | 51.2 | 0.9% | -0.85 | 1439 | 0.8% | 2.0 | 1.3 | 5.1 | 0.323 | 0.406 | 0.501 | -0.993
COc1ccc(OC)c(-c2csc(NC(=O)Cn3[nH]c(=O)c4ccccc4c3=O)n2)c1 | 10.6% | 4.4 | 1047 | 0.0% | i | 7.6 | -2.1% | 0 | 1372 | 2.5% | 4.6 | 3.2 | 10.8 | 0.461 | -0.238 | 0.154 | 2.77
O=C(NCCc1ccc(Cl)cc1)Nc1ccc(F)cc1 | 0.7% | -0.4 | 1485 | -2.1% | i | 7.4 | 1.1% | -0.23 | 1463 | -1.4% | 5.5 | 1.7 | 9.2 | 0.628 | -0.272 | 0.736 | 0.208
CCCc1cc(=O)[nH]c(SCC(=O)N(Cc2ccccc2)C(C)C)n1 | 27.1% | -7.9 | 1157 | 7.5% | i | 10.9 | -1.3% | -1.44 | 1269 | 2.0% | 6.1 | 4.0 | 0.8 | -0.308 | -0.255 | 0.0659 | 0.698
Cc1noc(C)c1C(=O)NC1CCCc2ccccc21 (stereo unspecified) | -5.6% | -0.7 | 1053 | 6.0% | i | 9.0 | 7.0% | 0.46 | 1286 | / | 2.4 | 2.2 | 20.8 | 0.0902 | -0.228 | 0.411 | 0.669
CC(C)CNS(=O)(=O)c1ccc(CCC(=O)NCc2cccnc2)cc1 | -1.7% | 3.8 | 1380 | 0.1% | i | 8.9 | 3.0% | 0.17 | 1459 | -1.6% | 1.6 | 1.3 | 5.7 | 1.5 | -0.215 | 1.64 | -0.599
O=C(CCS(=O)(=O)c1cccs1)Nc1ccc(C(=O)NCc2cccs2)cc1 | -3.1% | -1.6 | 894 | 3.2% | i | 19.1 | 4.5% | 1.77 | 1410 | 0.5% | 5.9 | 4.0 | 3.7 | -1.01 | -0.278 | -0.212 | 0.211
CCOC(=O)N1CCC(=NNc2ccc(S(N)(=O)=O)cc2[N+](=O)[O-])CC1 | 9.3% | 2.1 | 915 | 0.5% | i | -1.0 | 4.5% | / | / | 0.1% | 3.7 | 2.1 | 10.0 | -0.607 | 0.818 | -0.565 | 0.109
Remaining list, next part:
SMILES | M17LAP inhibition | bCat nuc transl | bCat nuc transl cell count 5 µM | UTI89 phage lysis | Autophagy HCS | Autophagy HCS cell loss 18 h | M1AAP inhibition | Insulin prom up | Insulin prom up cell count | ER stress rescue | MT stabilizer | MT stabilizer Hoechst-high % | MT stabilizer cytotoxicity % | Dynein transport | Dynein transport cytoplasmic EGFP | Dynein transport nuclear GR-EGFP | Dynein transport cell count
COC(=O)c1cnn(-c2ccc(C)c(C)c2)c1-n1cccc1 | -0.4% | -3.3 | 1286 | -0.4% | i | 4.1 | 7.5% | / | / | -1.5% | 5.5 | 1.7 | 5.1 | 3.62 | -0.179 | 2.19 | -2.37
O=[N+]([O-])c1cccc(/C=N/NC2=NS(=O)(=O)c3ccccc32)c1 | 31.2% | 0.6 | 1018 | 0.2% | i | -8.8 | 14.4% | -1.12 | 1581 | -0.9% | 1.7 | 1.8 | 4.6 | -1.34 | -0.215 | -0.844 | 0.0805
O=C(N/N=C/c1ccc([N+](=O)[O-])o1)c1cc(-c2ccc(-c3ccccc3)cc2)nc2ccccc12 | 3.1% | 45.9 | 340 | 0.8% | i | 13.3 | 8.1% | -1.24 | 656 | -4.2% | 12.4* | 16.7* | 19.9* | 1.79 | 0.0737 | 1.37 | -1.24
Cc1ccc(/C=N/Nc2nc3ccccc3s2)o1 | 15.0% | -0.5 | 915 | 1.4%[50 µM] | i | -8.9 | ? | 0.07 | 1395 | -2.1% | 2.5 | 2.4 | 10.3 | -0.887 | -0.308 | -0.755 | 0.862
S=c1nc(-c2csc3c2CCCC3)[nH][nH]1 | 2.0% | -0.9 | 912 | 0.2% | i | -16.4 | -7.0% | / | / | 1.5% | 7.2 | 2.0 | 5.6 | -0.0987 | -0.105 | 0.205 | 0.107
Cc1cc2ncn(C3CC(=O)N(Cc4ccccc4)C3=O)c2cc1C (stereo unspecified) | 7.0% | -0.3 | 1065 | -0.3% | i | 4.4 | 4.5% | -0.15 | 1305 | / | 4.0 | 1.7 | 7.5 | -0.674 | -0.278 | -0.611 | 0.0921
COc1ccc(NC(=O)C2CCCN(c3nccc(C)n3)C2)cc1 (stereo unspecified) | 2.4% | -0.7 | 1067 | 0.3% | i | 6.6 | 1.7% | 0.11 | 1250 | -2.3% | 1.3 | 2.0 | 0.2 | -0.336 | -0.291 | -0.099 | 0.317
c1ccc(CNCc2ccc3c(c2)OCO3)nc1 | -4.3% | -3.9 | 560 | 0.0% | i | 0.8 | 4.6% | / | / | 15.6% | 2.9 | 2.1 | 4.9 | -0.431 | -0.253 | -0.247 | -0.223
